Rab9 promoter act = qHTS Assay for Rab9 Promoter Activators; Huh7 Rab9 promoter-luciferase reporter, luminescence, 24 h; Potency, µM (series often up to 9.22 µM), inactives show at the top dose activation, negative = inhibition, usual class: activators; 320,000 tested, 2.8% active; further: potency means the concentration at half of the fitted maximal effect; % of control where 0% means no effect; nearly all actives have a fitted effect of over 60% in size
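Quantitative HTS format; Huh7 Rab9-luciferase reporter cells (1500/well) receive compound 2 h post-plating, incubate 24 h at 37 °C, then get luciferase reagent for 10 min before luminescence reading.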
BRCA1 expr act = qHTS Assay to Identify Small Molecule Activators of BRCA1 Expression | MCF7-BRCA1-FFLuc reporter, luminescence, 48 h; response scale: scaled: vehicle 0%, 10 µM genistein 100% | Potency, µM (doses to about 46.1 µM), inactives show at the top dose activation, actives largely listed as activators | 380,000 tested, 1.1% active; further: potency means the concentration at half of the fitted maximal effect; nearly all actives have a fitted effect of over 80% in size; some results filed as inactive show a strong effect at the top dose
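First, MCF7-BRCA1-FFLuc cells (2000/well) attach for 2 h; next, compounds are pin-added and incubated 48 h at 37 °C; finally, luciferase reagent is added and luminescence read after 15 min.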
Gal4-VP16 FLuc = VP16 counterscreen qHTS for inhibitors of ROR gamma transcriptional activity; 310,000 tested, 3.5% active; Potency, µM (highest dose often 53.6 µM), for inactives: at the top dose activity, negative = inhibition, usual class: inhibitors; Drosophila S2 Gal4-VP16 UAS-luciferase, luminescence, 20 h; AID 2546, 2010;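 further: Gal4-VP16 expression switched on by copper sulfate through the metallothionein promoter; potency means the concentration at half of the fitted maximal effect; on the % scale 0 is the no-effect control and ±100 the full control effect; nearly all actives have a fitted effect of over 50% in size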
TRPV1 agonist = HTS Assay for Compounds that Act as Agonists of the Vanilloid Receptor 1. Transient receptor potential cation channel subfamily V member 1 (Homo sapiens), Q8NER1. TRPV1-expressing cells, Fluo-8 calcium influx, agonist mode. activation, % at 8.33 µM. 320,000 tested, 0.19% active. AID 540275, 2011; in the data active means activation above about 80%; inconclusive means between about 30% and that limit; further: 0% is about no effect
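TRPV1-expressing cells were cultured overnight at 35.5C and loaded with Fluo-8 calcium dye for 40 to 90 min at room temperature. After a 10 s baseline, compound was added and calcium influx was read kinetically for 3 min (ex 480/em 520 nm).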
FLuc modulator = qHTS profiling assay for firefly luciferase inhibitor/activator using purifed enzyme and Km concentrations of substrates (counterscreen for miR-21 project); Luciferin 4-monooxygenase (Photinus pyralis), P08659; Potency, µM (titrated, usually from 57.5 µM), for inactives: at the top dose activity change, negative = inhibition, hits mostly inhibitors; AID 588342, 2011; 360,000 tested, 6.9% active; purified FLuc, Km substrates, luminescence inhibition;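 further: potency means the concentration at half of the fitted maximal effect; plate controls were vehicle for no effect and reference inhibitor for full effect; nearly all actives have a fitted effect of over 55% in size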
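Purified P. pyralis luciferase, 10 nM final, with Km-level 10 uM D-luciferin and 10 uM ATP in 50 mM Tris acetate pH 7.5, 10 mM Mg acetate, 0.01% Tween-20, 0.05% BSA; 6-point qHTS titration about 60 µM downward; luminescence read.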
NPC1 promoter act = qHTS Assay for NPC1 Promoter Activators. AID 485313, 2010. Potency, µM (top dose mostly 9.22 µM), for inactives: at the top dose activation, most hits filed as activators. 320,000 tested, 2.4% active. Huh7 NPC1 promoter luciferase reporter, 24 h;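 further: potency means the concentration at half of the fitted maximal effect; % of control where 0% means no effect; nearly all actives have a fitted effect of over 60% in size; reporter is driven by a mutant NPC1 promoter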
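Cells: Huh7 expressing luciferase under the NPC1 promoter, 1500/well. Seeded 2 h, compound added, incubated 24 h at 37 °C. Luciferase reagent, 10 min ambient, then luminescence.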
ELG1 repair inh = qHTS screen for small molecules that inhibit ELG1-dependent DNA repair in human embryonic kidney (HEK293T) cells expressing luciferase-tagged ELG1; HEK293T ELG1-luciferase reporter, luminescence, 16 h; DNA damage induced by 5-fluorouridine; Potency, µM (series often up to 46.1 µM), for the others: at the top dose activity change, negative = inhibition, most hits filed as inhibitors; 330,000 tested, 2.3% active; further: potency means the concentration at half of the fitted maximal effect; on the % scale 0 is the no-effect control and ±100 the full control effect; nearly all actives have a fitted effect of over 55% in size
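DMSO vehicle served as the neutral condition. Each well held 2,000 cells given 5-fluorouridine plus compound; after 16 hr at 37 °C/5% CO2, ONE-Glo was added and luciferase measured 30 min later.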
Tb PFK block = qHTS Assay to Find Inhibitors of T. brucei phosphofructokinase; Potency, µM (series often up to 57.5 µM), for the others: top-dose activity, negative = inhibition, usual class: inhibitors; ATP-dependent 6-phosphofructokinase (Trypanosoma brucei brucei), O15648; 330,000 tested, 0.17% active; T. brucei PFK, ADP-Glo luminescence;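 further: potency means the concentration at half of the fitted maximal effect; 0% = uninhibited 1x PFK enzyme wells and -100% = no-enzyme wells; nearly all actives have a fitted effect of over 60% in size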
Target sequence (O15648 whole entry, looked up): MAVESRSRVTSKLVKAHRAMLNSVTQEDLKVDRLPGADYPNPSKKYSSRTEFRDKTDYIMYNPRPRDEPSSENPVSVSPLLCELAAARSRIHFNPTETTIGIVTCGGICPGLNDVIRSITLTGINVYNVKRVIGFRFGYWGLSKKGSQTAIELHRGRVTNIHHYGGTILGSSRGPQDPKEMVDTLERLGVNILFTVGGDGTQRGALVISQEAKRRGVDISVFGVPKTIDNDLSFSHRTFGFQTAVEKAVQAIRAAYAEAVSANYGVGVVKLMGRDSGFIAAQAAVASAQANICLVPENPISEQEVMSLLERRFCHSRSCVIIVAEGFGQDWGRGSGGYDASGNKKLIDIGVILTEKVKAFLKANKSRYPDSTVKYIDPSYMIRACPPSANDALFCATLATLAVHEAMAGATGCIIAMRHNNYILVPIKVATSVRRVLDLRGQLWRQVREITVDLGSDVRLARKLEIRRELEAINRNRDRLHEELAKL
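Compounds were pin-transferred as a titration series up to 57 uM into substrate buffer (0.5 mM F6P, 0.1 mM ATP, pH 8.0), then 1.25 nM PFK was added and reactions ran 45 min before ADP-Glo detection.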
RORgamma inh = qHTS for inhibitors of ROR gamma transcriptional activity; 310,000 tested, 5.4% active; Drosophila S2 Gal4-RORgamma UAS-luciferase reporter, 20 h; Potency, µM (top dose mostly 53.6 µM), inactives show at the top dose activity change, negative = inhibition, hits mostly inhibitors; AID 2551, 2010; Nuclear receptor ROR-gamma (Mus musculus), P51450; further: potency means the concentration at half of the fitted maximal effect; on the % scale 0 is the no-effect control and ±100 the full control effect; nearly all actives have a fitted effect of over 60% in size
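Stable Schneider cell line, Gal4 DNA-binding domain fused to ROR gamma, UAS-luciferase. Cmpd 1 hr RT → CuSO4 700 uM final → 20 hr RT → luciferase reagent 10 min → luminescence.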
ELG1 genotoxic = qHTS screen for small molecules that induce genotoxicity in human embryonic kidney (HEK293T) cells expressing luciferase-tagged ELG1; Potency, µM (highest dose often 46 µM), without a hit: at the highest dose activity change, positive = activation, most hits filed as activators; 330,000 tested, 1.3% active; HEK293T ELG1-luciferase reporter, luminescence, 16 h; further: potency means the concentration at half of the fitted maximal effect; % of control where 0% means no effect; nearly all actives have a fitted effect of over 60% in size
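HEK293T cells expressing luciferase-tagged ELG1 were treated with compound or DMSO for 16 hr at 37°C. Luciferase activity was then read after 30 min with ONE-Glo at room temperature; rising signal flags genetic stress.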
p53 reactivation = qHTS assay for re-activators of p53 using a Luc reporter; H1299 p53-A138V BP100-luciferase reporter, luminescence, 24 h; Potency, µM (highest dose often 92.2 µM), without a hit: at the highest dose activity change, positive = activation, hits mostly activators; 320,000 tested, 0.063% active; further: potency means the concentration at half of the fitted maximal effect; % of control where 0% means no effect; nearly all actives have a fitted effect of over 45% in size
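H1299 (p53-null), stable ts p53-A138V + BP100-Luc; 1000 cells/well, Opti-MEM/10% FBS; cpd 4 pt, 1:5; 24 h, 37 deg C, 5% CO2; detection reagent 10 min RT; luminescence.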
An asterisk follows results filed as active; u = inconclusive; x = not tested or not shown; [ ] = dose if it differs, or a comment. Unless noted, the call rests on the fitted dose curve; in most records, active means well fitted curve in the direction sought with a large enough effect; inconclusive means small, poorly fitted or top-dose-only effect, or another doubt; inactive means no such curve, though single readings can be large; an effect the other way counts as inactive or inconclusive. Hits appear at their usual frequency; overall some 15% were active at least once.

Each structure is followed by: Rab9 promoter act, BRCA1 expr act, Gal4-VP16 FLuc, TRPV1 agonist, FLuc modulator, NPC1 promoter act, ELG1 repair inh, Tb PFK block, RORgamma inh, ELG1 genotoxic, p53 reactivation
Cc1ccc(/C=N/NC(=O)c2ccc3nc[nH]c3c2)o1
 : 1%, 32%, 4%, -3, -14%, u, 15%, 6%, u, -8%, 2%
Cc1ccc(C(=O)NC(=S)Nc2nc(-c3cccc([N+](=O)[O-])c3)cs2)c(Cl)c1
 : 6%, 1%, 10%, -1, 6%, 2%, 5%, -1%, 0%, 9%, -5%
Cc1c(NC(=O)c2ccccc2)c(=O)n(-c2ccccc2)n1C
 : 0%, 0%, 3%, -1, 0%, 1%, 10%, -4%, -6%, 2%, -1%
Cc1[nH]c(C)c(S(=O)(=O)N2CCN(c3cccc(C(F)(F)F)c3)CC2)c1C(=O)N1CCCC1
 : -1%, -14%, 3%, -2, 5%, -3%, 1%, 0%, -18%, -5%, -22%
Cc1cccc2cc3c(N)c(C(=O)N4CCCc5ccccc54)sc3nc12
 : -25%, -83%[inhibitor], -6%, 4, -4%, -27%, u, -2%, 11%, 5%, u
CCOC(=O)C1=C(CSc2nc(-c3ccncc3)ccc2C#N)OC(N)=C(C#N)C1c1cccnc1 (stereo not given)
 : -4%, -25%, 5%, -4, -15%, 9%, u, 3%, 10%, 4%, 8%
CCOC(=O)N1CCN(S(=O)(=O)c2cc(Br)cc3c2N(C(=O)CC)CC3)CC1
 : -3%, 14%, 3%, 2, 2%, 0%, 2%, 3%, -26%, 1%, 0%
CCC(Sc1nc2cc3c(cc2c(=O)n1Cc1ccco1)OCO3)C(=O)Nc1ccccc1OC (stereo not given)
 : 0%, 16%[1.84 µM], -6%, 3, 0%, -5%, u, 2%, -7%, -2%, -1%
Cc1ccccc1C(=O)Nc1cccc(C#N)c1
 : 2%, 14%, 4%, 0, -11%, 9%, u, -2%, 6%, -6%, u
O=C(NN1C(=O)C2C3c4ccccc4C(c4ccccc43)C2C1=O)C1CC1 (stereo not given)
 : -3%, -15%, -4%, 4, -1%, -6%, 12%, 1%, -5%, 1%, -2%

Remaining list, next part.
Each structure is followed by: Rab9 promoter act, BRCA1 expr act, Gal4-VP16 FLuc, TRPV1 agonist, FLuc modulator, NPC1 promoter act, ELG1 repair inh, Tb PFK block, RORgamma inh, ELG1 genotoxic, p53 reactivation
C=CCN1C(=O)NC2(CCCCC2)C1=O
 : -7%, 3%, -1%, -1, 3%, -2%, -10%, 1%, -6%, 3%, 2%
COc1ccc(/C=N/NC(=O)CN(c2ccc(OC)cc2)S(=O)(=O)c2ccccc2)cc1
 : -3%, -2%, -5%, 1, 5%, 1%, -14%, -3%, 33%, -4%, 0%
O=C(Nc1cccc([N+](=O)[O-])c1)c1cc(S(=O)(=O)Nc2ccccn2)ccc1Cl
 : 4%, -12%, -6%, -1, 1%, 0%, -12%, -2%, 7%, -8%, -1%
Cc1nn(CC(=O)N2CC(=O)Nc3ccccc32)c(C)c1[N+](=O)[O-]
 : 13%, -8%, -1%, 1, -1%, -2%, -4%, -1%, -7%, 0%, -1%
COC(=O)c1cccc(C(=O)N2CCC(CCC(=O)NCc3ccc(F)cc3)CC2)c1
 : 0%, 1%, -2%, 0, 1%, 1%, -2%, 1%, 8%, -4%, -3%
CCCn1c2ccc(/C(C)=N\O)cc2c2cc(/C(C)=N/O)ccc21
 : -7%, -56%, -13%, -2, -8%, 1%, -1%, 2%, -30%, 9%, -10%
Cc1[nH]n(-c2ccccc2)c(=O)c1/C=N/N1CCOCC1
 : -5%, 4%, -10%, 0, 0%, -3%, 0%, 4%, -7%, -11%, 0%
Cc1nc(NC(=O)c2cncc(Br)c2)ccc1Br
 : u, 59%, 14%, 6, 0%, u, u, -5%, -14%[1.91 µM], 5%, x

Part of the list above in order of count of non-hydrogen atoms, highest first.
Each structure is followed by: Rab9 promoter act, BRCA1 expr act, Gal4-VP16 FLuc, TRPV1 agonist, FLuc modulator, NPC1 promoter act, ELG1 repair inh, Tb PFK block, RORgamma inh, ELG1 genotoxic, p53 reactivation
CCC(Sc1nc2cc3c(cc2c(=O)n1Cc1ccco1)OCO3)C(=O)Nc1ccccc1OC (stereo not given)
 : 0%, 16%[1.84 µM], -6%, 3, 0%, -5%, u, 2%, -7%, -2%, -1%
COC(=O)c1cccc(C(=O)N2CCC(CCC(=O)NCc3ccc(F)cc3)CC2)c1
 : 0%, 1%, -2%, 0, 1%, 1%, -2%, 1%, 8%, -4%, -3%
O=C(Nc1cccc([N+](=O)[O-])c1)c1cc(S(=O)(=O)Nc2ccccn2)ccc1Cl
 : 4%, -12%, -6%, -1, 1%, 0%, -12%, -2%, 7%, -8%, -1%
CCOC(=O)N1CCN(S(=O)(=O)c2cc(Br)cc3c2N(C(=O)CC)CC3)CC1
 : -3%, 14%, 3%, 2, 2%, 0%, 2%, 3%, -26%, 1%, 0%
O=C(NN1C(=O)C2C3c4ccccc4C(c4ccccc43)C2C1=O)C1CC1 (stereo not given)
 : -3%, -15%, -4%, 4, -1%, -6%, 12%, 1%, -5%, 1%, -2%
Cc1nn(CC(=O)N2CC(=O)Nc3ccccc32)c(C)c1[N+](=O)[O-]
 : 13%, -8%, -1%, 1, -1%, -2%, -4%, -1%, -7%, 0%, -1%
Cc1[nH]n(-c2ccccc2)c(=O)c1/C=N/N1CCOCC1
 : -5%, 4%, -10%, 0, 0%, -3%, 0%, 4%, -7%, -11%, 0%
Cc1ccccc1C(=O)Nc1cccc(C#N)c1
 : 2%, 14%, 4%, 0, -11%, 9%, u, -2%, 6%, -6%, u
C=CCN1C(=O)NC2(CCCCC2)C1=O
 : -7%, 3%, -1%, -1, 3%, -2%, -10%, 1%, -6%, 3%, 2%

From PubChem
